From PubChem
Casp6 inh: blocks human caspase-6 cleavage activity | P55212 | purified caspase-6, Z-VEID-R110 cleavage fluorescence | inhibition, % at 12.5 µM | 350,000 compounds, 0.53% hits | AID 686996;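 active = mean inhibition across replicates at least about 35%, with every replicate also reaching that limit, limit read from the data; inconclusive = only one of the two criteria met; inactive = neither criterion met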;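 note: 0% = median of neutral control wells and 100% = no fluorescence left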
E-sel inducer: induces E-selectin expression in human endothelial cells; P16581; 260,000 compounds, 0.37% hits; activation, % at 7.58 µM; HUVEC E-selectin immunofluorescence imaging; normalized: neutral wells 0, TNF-alpha wells 100; AID 686992;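 active = mean E-selectin-positive cell signal at least 10% of the positive control, reached in at least 60% of replicates, without over 20% cell loss; inconclusive = no rule given, readout overlaps actives, possibly toxicity-flagged; inactive = the rest, including those meeting only one limit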;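 note: in these data hits start at about 27%; measured in HUVEC primary endothelial cells; signal is the percent of cells scored E-selectin positive by PE staining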
Target sequence (P16581 whole entry, looked up): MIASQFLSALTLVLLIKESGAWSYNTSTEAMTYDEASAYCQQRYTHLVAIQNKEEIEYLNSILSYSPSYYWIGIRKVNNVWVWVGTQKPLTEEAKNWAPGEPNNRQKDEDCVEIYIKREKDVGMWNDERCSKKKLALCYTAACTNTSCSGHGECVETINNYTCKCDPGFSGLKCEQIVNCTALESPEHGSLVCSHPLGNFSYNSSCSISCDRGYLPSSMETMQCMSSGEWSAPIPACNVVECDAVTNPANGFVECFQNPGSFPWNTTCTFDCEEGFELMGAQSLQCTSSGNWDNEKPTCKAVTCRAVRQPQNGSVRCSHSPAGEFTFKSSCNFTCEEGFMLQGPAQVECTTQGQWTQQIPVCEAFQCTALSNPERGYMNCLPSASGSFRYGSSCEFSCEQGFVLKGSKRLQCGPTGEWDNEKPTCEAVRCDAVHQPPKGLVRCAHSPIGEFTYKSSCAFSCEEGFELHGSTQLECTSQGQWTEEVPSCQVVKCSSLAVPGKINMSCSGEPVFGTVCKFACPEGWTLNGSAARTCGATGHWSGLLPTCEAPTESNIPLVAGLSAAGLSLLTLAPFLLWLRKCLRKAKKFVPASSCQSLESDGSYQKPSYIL
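Material: HUVEC primary endothelial cells; Amount: 3,000 cells per well; Dosing: single concentration; Medium: EGM-2 growth medium on 0.1% gelatin-coated wells; Read-out basis: percent E-selectin-positive cells; Signal: immunofluorescence imaging; Control set: TNF-alpha, DMSO.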
INS-1E GSIS act: primary screen for activators of insulin secretion dependent on glucose, INS-1E cells, GLuc reporter luminescence | AID 743287 | 370,000 compounds, 0.61% hits | activation, % at 16.6 µM | INS-1E GLuc reporter insulin secretion, 2-3 h;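 active = lowest replicate activation of at least 40%, so every replicate reaches that level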;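 note: 0% = median of neutral control wells and 100% = median of IBMX positive control wells; some compounds called inactive have numbers as strong as hits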
DENV2 CPE: DENV2-induced cell death inhibition; 350,000 compounds, 1.7% hits; CPE inhibition, % at 9.99 µM; AID 651640; DENV2-infected cells, cytopathic effect rescue, plate reader; in the data active = CPE inhibition above about 20%, passing the limit was not always enough; inconclusive = no clear call, values can overlap the other calls; tested in BHK-21 cells;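 note: 0% = median of neutral control wells and 100% = median of positive control wells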
F508del corr: CFTR F508del correction in bronchial cells; 350,000 compounds, 0.36% hits; CFBE cells, YFP halide quenching; stimulated with forskolin plus potentiator P3; % fluorescence drop versus neutral controls; AID 720511; activity (quench increase), % at 7.58 µM;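 active = mean added fluorescence quench of at least 8% versus neutral control, with both replicates also reaching 8%; inconclusive = only one of the mean or replicate conditions met; inactive = mean below 8% and not both replicates reaching 8%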;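 note: cells transiently co-express mutant CFTR-F508del with the halide-sensitive YFP; corrector assay measuring rescue of mutant channel to the surface after 24 h compound exposure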
RAD54 branch: blocks human RAD54 Holliday junction branch migration. inhibition, % at 10.4 µM. Q92698. 360,000 compounds, 0.14% hits. FAM/BHQ fluorescence;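 active = mean normalized replicate activity at least 40 and at least half of replicates scoring 40 or more; inconclusive = only one of the two criteria met; inactive = mean below 40 and under half of replicates reaching 40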;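 note: 0% = median of neutral control wells and 100% = median of positive control wells; inhibitors cause a drop in the FAM fluorescence signal; in these data hits start at about 50%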
Xi reactivation: activators of X-chromosome reactivation in mouse fibroblasts. AID 743238. 360,000 compounds, 0.055% hits. activation, % at 7.58 µM. XiGFP mouse fibroblasts, % GFP-positive cells imaging, 3 d; cells co-treated with 5-aza-dC sensitizer; scaled so ellipticine positive control = 100%;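 active = mean normalized replicate activation at least 10% and every replicate at or above 10%; inconclusive = only one of the two criteria met; inactive = mean below 10% and not all replicates reach 10%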;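 note: 0% = median of on-plate neutral control wells and 100% = ellipticine 6 µM median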
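Material: XiGFP fibroblasts, SV40-immortalized. Buffer or medium: DMEM plus 5-aza-dC sensitizer. Compound: single concentration per compound, delivered by pin transfer. Times: 3 days compound exposure. Controls: ellipticine 6 µM.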
RAD52 anneal inh: inhibitors of human RAD52 DNA annealing | P43351 | recombinant RAD52 DNA annealing, FRET fluorescence | inhibition, % at 18.7 µM | 360,000 compounds, 0.46% hits;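 active = every replicate showing at least 50% inhibition; inconclusive = mean inhibition at least 50% but not in every replicate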
Target sequence (P43351 whole entry, looked up): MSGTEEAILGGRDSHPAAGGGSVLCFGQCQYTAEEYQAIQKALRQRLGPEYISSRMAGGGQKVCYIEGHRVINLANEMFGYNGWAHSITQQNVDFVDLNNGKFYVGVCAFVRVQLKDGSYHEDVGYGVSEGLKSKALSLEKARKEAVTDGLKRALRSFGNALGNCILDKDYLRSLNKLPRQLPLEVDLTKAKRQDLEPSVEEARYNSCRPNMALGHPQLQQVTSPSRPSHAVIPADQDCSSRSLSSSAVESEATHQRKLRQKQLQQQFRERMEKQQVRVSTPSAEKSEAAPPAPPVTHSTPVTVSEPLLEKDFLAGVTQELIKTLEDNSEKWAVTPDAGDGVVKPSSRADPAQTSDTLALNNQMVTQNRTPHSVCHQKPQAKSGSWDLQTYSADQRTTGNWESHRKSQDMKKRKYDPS
* = called active by the depositor; ? = inconclusive; . = no result given.

entry	SMILES	Casp6 inh	E-sel inducer	INS-1E GSIS act	DENV2 CPE	F508del corr	RAD54 branch	Xi reactivation	RAD52 anneal inh
1	COC(=O)c1ccc(COc2ncnc3ccccc23)o1	0	.	6	-3	0.4	0	0.0	-1
2	COc1ccc(C2=NOC(C(=O)NCc3ccccc3)C2)cc1 (stereo not drawn)	-1	.	10	1	11*	2	.	1
3	C[C@H]1COc2cc(N3CCSCC3)ccc2S(=O)(=O)N1	-3	0.1	-1	4	3.3	.	0.0	-25
4	Cc1cc(C)n(CC(=O)c2cccc(N)c2)n1	0	-0.1	-14	-3	-1.9	8	-0.1	-7
5	Cc1ccc(S(=O)(=O)Nc2ccc3c(c2)CC(=O)N([C@H](C)CO)C[C@H](C)[C@H](CN(C)C(=O)Nc2ccc4c(c2)OCO4)O3)cc1	0	0.0	-14	-2	-0.1	7	-0.7	-3
6	CC(C)Oc1ccc(CNC(=O)CCC(=O)N2CCSc3ccccc32)cc1	0	0.2	.	-1	-4.1	3	0.1	-3
7	Cc1nc(C(=O)N2CCCC(C(=O)c3ccc(Cl)cc3)C2)cs1 (stereo not drawn)	-4	1.3	10	-6	1.4	.	-0.1	-5
8	COc1ccc(C(CNC(=O)c2cccc(S(=O)(=O)Nc3ccccc3OC)c2)N2CCCCC2)cc1 (stereo not drawn)	-1	0.1	-50	-5	-0.6	-14	0.0	-19
9	C[C@@H]1CN([C@H](C)CO)C(=O)c2cc(NS(=O)(=O)c3ccccc3)ccc2O[C@H]1CN(C)C(=O)Nc1ccc(F)cc1	-1	0.1	-8	?	3.2	3	-0.2	-9
10	COC(=O)c1ccc(C(=O)OC)c(NC(=S)N2CCC(N3CCCCC3)CC2)c1	-7	0.9	0	1	0.5	.	-0.4	-4
11	CCOC(=O)c1sc(NC(=O)c2ccc(OC(C)=O)cc2)nc1C	1	-0.3	-1	15	1.4	.	0.0	-8
12	CCOC(=O)/C(C#N)=C\c1cccnc1	-2	-2.2	12	-4	6.1	.	0.1	-8
13	CCCCn1c(N)c(N(CC(C)C)C(=O)c2cnccn2)c(=O)[nH]c1=O	5	0.9	10	-9	-0.3	-14	-0.1	-18
14	COc1cccc(NC(=O)CSc2nnc(C3CCCCC3)n2N)c1	-2	-0.2	.	2	-0.7	-3	0.1	-15
15	OCCC1CN(Cc2ccc(F)cc2Cl)CCN1CCc1ccccc1 (stereo not drawn)	-2	-1.3	-31	?	-1.2	-4	0.1	-87
16	CCN(CC)S(=O)(=O)c1cccc(NC(=O)CN2C(=O)NC3(CCC(C)CC3)C2=O)c1 (stereo not drawn)	0	-0.1	-33	-5	4.8	-3	0.0	-15
17	C[C@@H]1CN([C@H](C)CO)C(=O)c2cc(-c3cccnc3)cnc2O[C@H]1CN(C)C(=O)Nc1ccc(C(F)(F)F)cc1	0	-0.1	-5	10	1.8	5	0.2	0
18	COc1ccc(/C=C(/Sc2nnc(-c3ccc(Cl)cc3)o2)C(=O)O)cc1	-1	.	7	5	1.1	.	0.1	-12
19	CCCn1c(SCC(=O)Nc2ccc(S(=O)(=O)N3CCOCC3)cc2)n[nH]c1=O	-4	0.7	-17	?	0.0	-12	0.0	5
20	CN(C)S(=O)(=O)N1CCC(Oc2ccc(C(=O)NCCc3cscn3)cc2)CC1	-4	-0.1	-6	3	-0.6	-17	0.1	-10

(continued)
entry	SMILES	Casp6 inh	E-sel inducer	INS-1E GSIS act	DENV2 CPE	F508del corr	RAD54 branch	Xi reactivation	RAD52 anneal inh
21	C[C@H]1CCCCO[C@@H](CN(C)C(=O)CCC(F)(F)F)[C@@H](C)CN([C@@H](C)CO)C(=O)c2cc(NC(=O)NC3CCCCC3)ccc2O1	1	0.9	-19	-7	-1.6	13	0.1	5
22	Cc1ccc(S(=O)(=O)N2CCCCCC2)cc1C(=O)Nc1cccnc1	4	-0.3	3	-2	-1.5	0	0.0	0
23	Cc1ccc(N2C(=O)N(CC(=O)Nc3ccc(C)cc3Cl)C(=O)C2C)cc1 (stereo not drawn)	4	-1.9	-16	-3	3.8	-7	0.0	3
24	CCCC(=O)Nc1ccc2c(c1)C(=O)N(C)C[C@H](OC)[C@H](C)CN(C(=O)c1cccnc1)[C@@H](C)CO2	2	0.0	4	?	6.3	0	0.1	-1
25	Cc1csc(NC(=O)c2ccc(N3CCCC3=O)cc2)n1	-1	.	-3	4	-2.4	.	0.1	-9
26	CCCNC(=O)N(C)C[C@@H]1Oc2ncc(C#CCC(C)C)cc2C(=O)N([C@H](C)CO)C[C@@H]1C	-1	-0.3	-4	-1	-1.5	-3	0.2	-10
27	COC(=O)[C@@H]1[C@@H](CO)[C@@H]2Cn3c(ccc(C4=CCCCC4)c3=O)[C@@H]2N1CC1CCCCC1	.	-0.6	-7	-7	-1.7	0	-0.1	-21
28	CCC(=O)c1ccc(OCC(=O)OCC(=O)N2CCCc3ccccc32)cc1	4	-0.2	-3	10	-0.1	-1	0.2	2
29	COc1cc(OC)cc(C(=O)Nc2ccc(C(=O)NCC3CCCO3)cc2)c1 (stereo not drawn)	0	0.6	9	-5	0.2	19	-0.1	-2
30	Cc1occc1C(=O)NNC(=O)C1CCCC1	-3	.	15	1	0.5	8	0.0	-9
31	COc1ccc(C(CCN)c2ccc3c(c2)OCO3)cc1 (stereo not drawn)	-2	-0.1	8	-4	-0.3	-2	0.3	-37
32	Cc1cc(C)c(OCC(=O)Nc2nnc(C3CC3)s2)c(C)c1	3	-0.1	11	-9	1.9	.	0.0	-6
33	COCC(=O)N(C[C@@H]1N[C@@H](CO)[C@H]1c1ccc(C2=CCCCC2)cc1)C(C)C	0	0.1	-7	10	-1.0	4	0.0	-5
34	Cn1c(SCC(N)=O)nnc1-c1ccc(S(=O)(=O)N2CCCC2)cc1	1	-0.2	9	-3	-1.7	5	0.6	-8
35	OC[C@@H]1[C@H](c2ccc(C3=CCCC3)cc2)[C@@H]2CN(CCC(F)(F)F)CCCCN12	0	.	.	-7	4.5	10	.	34
36	COC(=O)c1ccc(CO/N=C2\CCCc3nonc32)cc1	4	.	-1	6	0.8	-5	0.4	-14
37	CC(=O)NC1(NC(C)=O)CCN(C)CC1	1	0.2	.	-1	0.5	7	-0.1	1
38	C[C@H]1CN([C@@H](C)CO)C(=O)c2cc(-c3ccncc3)cnc2O[C@H]1CN(C)S(=O)(=O)c1ccc(F)cc1	0	-0.2	24	-3	-1.5	2	-2.0	-4
39	O=C(C1CCC(CNS(=O)(=O)c2cccs2)CC1)N1CCN(c2ccc(F)cc2)CC1 (stereo not drawn)	-3	0.0	18	-5	-2.8	3	0.0	-29
40	Fc1ccc(N/N=C/c2ccncc2)c(F)c1	1	2.9	.	-4	.	5	0.3	-6

New compounds follow:
entry	SMILES	Casp6 inh	E-sel inducer	INS-1E GSIS act	DENV2 CPE	F508del corr	RAD54 branch	Xi reactivation	RAD52 anneal inh
41	COC(=O)[C@H](Cc1ccccc1)NC(=O)CC[C@H]1O[C@@H](n2ccc(=O)[nH]c2=O)[C@H](O)[C@@H]1O	2	-0.1	.	-1	0.4	-10	0.2	-6
42	CN1CCN(C(=O)C[C@@H]2CC[C@@H]3[C@H](COC[C@H](O)CN3C(=O)Cc3ccccc3)O2)CC1	-7	0.0	-1	1	1.0	7	0.0	-4
43	COc1ccc(/C=C/C(=O)NC(=S)NNC(=O)c2cnccn2)cc1	-1	.	5	-17	2.0	.	0.1	-1
44	CC[C@@H]1C/C=C\Cc2ccccc2[C@@H](C(=O)C[C@H](O)CC(C)=O)OC1=O	0	0.1	-2	-11	-3.2	-12	0.1	-5
45	CCCCCCn1c(SCC(=O)NC2CCS(=O)(=O)C2)nc2ccccc2c1=O (stereo not drawn)	-1	0.0	2	3	-1.0	-2	0.0	-8
46	N#Cc1ccc(OCC(=O)OCC(=O)Nc2cc(C(F)(F)F)ccc2N2CCOCC2)cc1	-2	0.1	-13	2	1.2	.	0.0	-7
47	C[C@@H]1CCCCO[C@H](CN(C)C(=O)Nc2ccc(C(F)(F)F)cc2)[C@@H](C)CN([C@H](C)CO)C(=O)c2cc(NS(=O)(=O)c3ccc(Cl)cc3)ccc2O1	1	0.0	3	-4	0.7	3	-0.3	4
48	O=C(CNC(=O)c1ccc(Cl)cc1)c1ccc(Br)cc1	1	-0.1	8	8	-1.6	-7	0.0	4
49	COc1cccc(NC(=S)N2CCN(C)CC2)c1	-3	.	-6	-1	-2.4	-5	0.0	-3
50	CCC(=O)N(C)C[C@H]1Oc2cc(C#CCC(C)C)ccc2S(=O)(=O)N([C@H](C)CO)C[C@@H]1C	2	0.0	0	-2	-3.3	-15	-0.1	9
51	CCOC(=O)CNS(=O)(=O)c1ccc2c3c(cccc13)C(=O)N2CC	1	3.0	9	1	1.7	3	0.1	8
52	CC(=O)CSc1cc(-c2ccccc2)nc2ncnn12	1	0.4	6	-7	-5.6	.	-0.1	-5
53	CCCNc1c(NS(=O)(=O)c2ccc(C)cc2C)c(=O)oc2ccccc12	1	-0.2	-20	7	1.1	-21	0.0	-16
54	Cc1[nH]n(-c2ccccc2)c(=S)c1C=NCCCN=Cc1c(C)[nH]n(-c2ccccc2)c1=S	-7	2.3	16	-1	.	.	-0.1	-8
55	CC(C)(C)c1ccc(OCC(=O)N/N=C/c2ccc(N3CCOCC3)cc2)cc1	.	-0.3	-39	.	.	-13	-0.2	.
56	COc1cc(CN2CCC(n3nccc3NC(=O)CCCc3ccccc3)CC2)ccc1F	-2	.	-16	7	-0.4	-11	0.0	-14
57	O=C(Nc1cc(Cl)cc(Cl)c1)C1CCCC1	-3	.	-33	1	0.8	7	-0.1	0
58	Cc1ccc(C(=O)Oc2oc(-c3ccccc3)nc2C=Nc2ccc(N(C)C)cc2)cc1	-2	-0.1	.	-1	.	.	0.2	-267
59	CC(=O)c1ccc(NC(=O)COC(=O)Cn2cnc3ccccc32)cc1	0	-0.5	11	3	0.2	-7	0.0	-3
60	CC(=O)c1cc(CN2CCC(N3CCC(C(=O)N4CCCC4)CC3)CC2)cs1	-19	-5.2	8	-4	-1.5	.	0.0	-4
61	COC(=O)C[C@H]1CC[C@@H]2[C@H](COc3ccc(NC(=O)NCc4ccccc4)cc3C(=O)N2C)O1	.	0.0	6	.	1.1	.	0.1	.

Rows are unselected. Share with any hit: about 3.7%.
